Screens as filed in PubChem BioAssay.
FAK inh: inhibitors of human focal adhesion kinase. Q05397. biochemical FAK kinase activity assay. inhibition, %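 (tested at 7 µM)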. hit rate 0.84% among 97,000. AID 727; in the data active = inhibition above about 19%;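 note: 0% = DMSO and 100% = reference compound high control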
ERa SRC1 pot: ER-alpha (human) coactivator binding potentiation; AID 639; TR-FRET ERalpha-LBD/SRC-Cy5 coactivator binding, 2 h; 100 = basal binding, no effect; coactivator binding (% of control), % at 25.6 µM; P03372; hit rate 1.3% among 86,000; in the data active = activity above about 200%;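 note: binding measured in presence of low estradiol as agonist stimulus; 0% = peptide alone without receptor and 100% = receptor with peptide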
PLK1 inh: blocks human PLK1 kinase activity; inhibition, % at 10 µM; AID 619; recombinant PLK1 kinase, TR-FRET peptide phosphorylation; hit rate 0.53% among 97,000; P53350;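 active = inhibition of 50% or more in the single-concentration screen; inactive = inhibition below 50%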;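 note: 0% = DMSO max control and 100% = H-89 dihydrochloride min control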
ERb SRC1 inh: blocks coactivator binding to human estrogen receptor beta; Q92731; TR-FRET ER-beta LBD / SRC1-Cy5 peptide binding; receptor agonist-loaded with 1 µM estradiol; inhibition, % at 25.6 µM; hit rate 1.3% among 86,000; AID 633;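 active = compounds whose percent inhibition of the receptor-coactivator binding signal exceeds about 50% in the single-dose screen, limit read from the data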;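 note: 0% = receptor plus peptide wells without compound and 100% = peptide-only wells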
Target sequence (Q92731 whole entry, looked up, the tested form may be a part): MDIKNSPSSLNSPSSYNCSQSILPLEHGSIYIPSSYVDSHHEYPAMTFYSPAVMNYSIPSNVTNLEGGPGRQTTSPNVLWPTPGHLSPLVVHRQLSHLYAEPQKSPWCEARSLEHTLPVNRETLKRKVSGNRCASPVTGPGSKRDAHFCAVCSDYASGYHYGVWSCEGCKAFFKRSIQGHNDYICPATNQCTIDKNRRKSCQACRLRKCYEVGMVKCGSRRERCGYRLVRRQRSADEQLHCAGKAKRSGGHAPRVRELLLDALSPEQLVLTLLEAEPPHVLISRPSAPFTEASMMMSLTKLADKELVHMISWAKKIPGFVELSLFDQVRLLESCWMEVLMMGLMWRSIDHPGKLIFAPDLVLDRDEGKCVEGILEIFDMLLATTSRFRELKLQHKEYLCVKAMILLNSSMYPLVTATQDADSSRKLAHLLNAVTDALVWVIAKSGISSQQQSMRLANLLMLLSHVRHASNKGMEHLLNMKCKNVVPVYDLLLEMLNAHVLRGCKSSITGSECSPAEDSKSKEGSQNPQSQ
Mac1 fbg inh: blocks human CD11b/CD18 adhesion to fibrinogen | hit rate 0.54% among 93,000 | AID 1497 | inhibition, % at 10 µM | P05107+P11215 | K562 CD11b/CD18 adhesion to fibrinogen, ATPlite luminescence; Mn2+ added to activate the integrin;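 active = primary inhibition of 50% or more at 10 µM, then 40% or more on retest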; note: some results filed as inactive read as strong as hits
HIV Rev-RRE inh: inhibitors of HIV-1 Rev-RRE RNA interaction; Rev peptide-RRE RNA binding, FRET; hit rate 0.79% among 97,000; AID 704; inhibition, % at 8 µM; P05866;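 active = inhibition above the screen-wide mean plus 3 SD, cut at about 35% in these data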;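 note: 0% = median DMSO wells and 100% = median Neomycin B control wells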
Target sequence (P05866 whole entry, looked up): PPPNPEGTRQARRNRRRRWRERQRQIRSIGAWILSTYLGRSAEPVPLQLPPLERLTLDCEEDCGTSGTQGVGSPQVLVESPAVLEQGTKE
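Test system – labelled RRE RNA duplex and labelled Rev peptide · Signal – fluorescein-to-Cy5 FRET, 480 nm excitation · Evaluation – % inhibition of FRET ratio versus controls · Benchmarks – DMSO low control, neomycin B high control · Incubation – 5 min RNA-compound premix plus 15 min binding step, 25 °C · Medium – HEPES pH 7.5 salt buffer with EDTA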
Plk1 PBD FP: inhibitors of human Plk1 polo box domain binding | hit rate 0.13% among 97,000 | Plk1 PBD phosphopeptide binding, fluorescence polarization | inhibition, %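 (tested at about 20 µM)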; in the data active = inhibition above about 34%, passing the limit was not always enough
ERa coact inh: ER-alpha (human) coactivator binding inhibition; P03372; TR-FRET ER-alpha LBD / SRC-1 peptide, estradiol-bound; inhibition, % at 25.6 µM; hit rate 1.7% among 86,000; in the data active = inhibition above about 50%;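 note: 0% = receptor plus peptide control and 100% = peptide only without receptor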
CD11b adhes enh: increases human CD11b/CD18 adhesion to fibrinogen; K562 CD11b/CD18 adhesion to fibrinogen, ATPlite luminescence; hit rate 0.07% among 93,000; activation, % at 10 µM;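 active = 10 µM primary screen giving 50% or more activity, confirmed by 40% or more on retest at that dose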; note: strong numbers were not always called active
* = called active by the depositor; · = not tested or not shown; [ ] = dose if it differs, or a comment.

1: O=C(NC(c1ccccc1)c1ccccc1)c1ccc(Br)o1
2: CCOC(=O)C1CCCN(CC(=O)Nc2c(F)c(F)c(F)c(F)c2F)C1 (stereo not drawn)
3: COc1ccc(C2/C(=C(/O)c3ccccc3)C(=O)C(=O)N2c2ccccn2)c(OC)c1 (stereo not drawn)
4: CC1(C)Cc2ccccc2-c2n[nH]c(=S)n21
5: CCN(CC)C(=O)C1CC(c2ccc(OC)cc2)=NO1 (stereo not drawn)
6: C=CCOc1c(Br)cc(CNc2nccs2)cc1OC
7: COc1ccc(S(=O)(=O)NCc2ccc(C(=O)N(C)Cc3ccco3)cc2)cc1
8: Cc1cc([N+](=O)[O-])ccc1NCc1cccc([N+](=O)[O-])c1
assay / entry | 1 | 2 | 3 | 4 | 5 | 6 | 7 | 8
FAK inh | -2 | 1 | -3 | 4 | 3 | 9 | 0 | 6
ERa SRC1 pot | 88 | 128[fluorescence artefact?] | 103 | 71 | 90 | 122 | 87 | ·
PLK1 inh | -8 | -18 | -13 | -4 | 3 | 3 | -11 | -9
ERb SRC1 inh | 5 | 3 | -13 | -2[fluorescence artefact?] | -2 | -10 | 0 | ·
Mac1 fbg inh | -6 | 4 | 8 | 2 | 2 | · | -15 | -6
HIV Rev-RRE inh | 5 | 6 | -2 | 2 | 8 | 10 | 7 | 1
Plk1 PBD FP | -5 | 8 | 13 | -4 | -16 | 5 | -5 | -39
ERa coact inh | 7 | -7 | -1 | -4[fluorescence artefact?] | -9 | -12 | 3[fluorescence artefact?] | ·
CD11b adhes enh | -3 | 2 | 0 | -1 | -2 | · | -4 | -2

9: CCNC(=S)N1CCN(C(c2ccccc2)c2ccccc2)CC1
10: CCN(CC)S(=O)(=O)c1ccc(-c2nnc(SCC(=O)c3ccc(OC)cc3)o2)cc1
11: N#C/C(=C\c1cn[nH]c1-c1ccccc1)C(=O)NC1CCCCCC1
12: COc1cc(NC(=O)Nc2ccccc2OC)c(OC)cc1NC(=O)CN1CCCCC1
13: N#CC1=C(N)N(c2ccccc2)C(c2ccccc2)C1(C#N)C#N (stereo not drawn)
14: Cc1ccc(C(=O)CCNc2ccc(F)c(Cl)c2)o1
15: C/C(=N/NC(=O)c1ccc(NC(=O)c2ccc(F)cc2)cc1)c1ccccc1
16: CCOC(=O)c1sc(C)c2c1NC1(CCCCC1)NC2=O
assay / entry | 9 | 10 | 11 | 12 | 13 | 14 | 15 | 16
FAK inh | -1 | -4 | 3 | 13 | 5 | · | -3 | -1
ERa SRC1 pot | · | 170 | · | 95[fluorescence artefact?] | 99 | 103 | · | 97
PLK1 inh | -8 | -8 | -8 | -8 | -5 | · | -10 | -10
ERb SRC1 inh | · | 12 | · | 5 | 22 | -3 | · | 8
Mac1 fbg inh | 1 | -18 | · | · | 14 | -7 | · | -12
HIV Rev-RRE inh | -7 | 4 | 14 | 6 | 4 | · | 4 | 6
Plk1 PBD FP | 19 | -26 | -18 | -34 | -15 | · | 25 | -1
ERa coact inh | · | -30[fluorescence artefact?] | · | 1[fluorescence artefact?] | 1 | -11 | · | 4
CD11b adhes enh | -6 | -6 | · | · | 4 | -1 | · | -2

Brought forward from above: two entries, followed by the next part.
15: C/C(=N/NC(=O)c1ccc(NC(=O)c2ccc(F)cc2)cc1)c1ccccc1
16: CCOC(=O)c1sc(C)c2c1NC1(CCCCC1)NC2=O
17: Cc1cccc(N2CCc3c2nc2ccc(Br)cc2c3N)c1
18: CCN(CC)c1ccc2c(c1)oc(=O)c1c(Cl)cc(=O)oc12
19: CC(C)c1ccc(NC(=O)CSc2nc3c(c(=O)[nH]2)CCC3)cc1
20: C/C(=N\Oc1cccc(F)n1)c1ccc(Cl)cc1Cl
21: CCOCCCNC(=O)C1CCC(CNS(=O)(=O)c2ccc(F)cc2)CC1 (stereo not drawn)
22: Cc1cccc2cc(-c3nc4c(C)cccn4c3NCc3ccco3)c(=O)[nH]c12
23: CSCCC(N=Cc1c(O)n(-c2ccc(F)cc2)c(=O)[nH]c1=O)C(=O)O (stereo not drawn)
24: Cc1cc(C)n(C(=O)CSc2nnc(SCC(=O)n3nc(C)cc3C)s2)n1
assay / entry | 15 | 16 | 17 | 18 | 19 | 20 | 21 | 22 | 23 | 24
FAK inh | -3 | -1 | -4 | -1 | · | 3 | -5 | 3 | -2 | -3
ERa SRC1 pot | · | 97 | 190 | 309* | 120 | 69 | 101 | 93[fluorescence artefact?] | 114 | 119
PLK1 inh | -10 | -10 | 1 | -10 | · | 19 | -3 | -16 | -9 | -2
ERb SRC1 inh | · | 8 | -22 | -7 | 5[fluorescence artefact?] | 16 | -5[fluorescence artefact?] | 4 | -10 | -3
Mac1 fbg inh | · | -12 | · | -32 | -36 | -5 | 5 | -55 | 21 | 3
HIV Rev-RRE inh | 4 | 6 | 11 | 129*[fluorescence artefact?] | · | 15 | 1 | 5 | 11 | 2
Plk1 PBD FP | 25 | -1 | -10 | -67 | · | 18 | -6 | -17 | -8 | 0
ERa coact inh | · | 4 | -29 | -6 | 100*[fluorescence artefact?] | 11 | 1[fluorescence artefact?] | 3 | -7 | 9
CD11b adhes enh | · | -2 | · | 6 | -3 | 1 | -6 | 2 | -4 | 1

25: O=C(CCCn1c(=O)c2ccccc2n(Cc2ccccc2)c1=O)NCc1ccco1
26: COc1ccccc1OCCCn1c(C)c(C#N)c2ccccc21
27: Cc1ccc2oc(=O)n(CC(=O)O)c2c1
28: O=C(c1cc(Br)c(Br)s1)N1CCN(C/C=C/c2ccccc2)CC1
29: O=C(NCCCCc1ccccc1)C1CC(c2ccccc2[N+](=O)[O-])=NO1 (stereo not drawn)
30: CCN(CC)S(=O)(=O)c1ccc2[nH]cc(C(=O)NCCN3CCCCCC3)c(=O)c2c1
31: CC(C)C(CCNC(=O)CC(Cc1ccccc1)c1ccco1)c1ccco1 (stereo not drawn)
32: O=C1CC(=O)N(Cc2cccs2)C(=O)N1
assay / entry | 25 | 26 | 27 | 28 | 29 | 30 | 31 | 32
FAK inh | 2 | 10 | 0 | -2 | -1 | -4 | -3 | 0
ERa SRC1 pot | 112 | 109 | 94 | 76 | · | 98 | 79 | 111
PLK1 inh | -4 | 0 | -5 | -2 | -7 | -3 | -9 | -14
ERb SRC1 inh | 3[fluorescence artefact?] | -23 | 4 | -5 | · | -11 | 6 | 4
Mac1 fbg inh | -21 | -8 | -7 | 28 | · | 3 | · | -20
HIV Rev-RRE inh | 2 | 18 | 8 | 6 | 9 | 4 | 5 | 17
Plk1 PBD FP | 27 | 11 | -17 | 12 | 3 | 12 | -20 | -5
ERa coact inh | 4[fluorescence artefact?] | -39 | 4 | -5 | · | -43[fluorescence artefact?] | 4 | 9
CD11b adhes enh | 2 | -3 | 0 | -1 | · | -2 | · | 0

Sorted by SMILES length (ascending): some entries from above
27: Cc1ccc2oc(=O)n(CC(=O)O)c2c1
32: O=C1CC(=O)N(Cc2cccs2)C(=O)N1
20: C/C(=N\Oc1cccc(F)n1)c1ccc(Cl)cc1Cl
26: COc1ccccc1OCCCn1c(C)c(C#N)c2ccccc21
31: CC(C)C(CCNC(=O)CC(Cc1ccccc1)c1ccco1)c1ccco1 (stereo not drawn)
28: O=C(c1cc(Br)c(Br)s1)N1CCN(C/C=C/c2ccccc2)CC1
24: Cc1cc(C)n(C(=O)CSc2nnc(SCC(=O)n3nc(C)cc3C)s2)n1
25: O=C(CCCn1c(=O)c2ccccc2n(Cc2ccccc2)c1=O)NCc1ccco1
22: Cc1cccc2cc(-c3nc4c(C)cccn4c3NCc3ccco3)c(=O)[nH]c12
30: CCN(CC)S(=O)(=O)c1ccc2[nH]cc(C(=O)NCCN3CCCCCC3)c(=O)c2c1
assay / entry | 27 | 32 | 20 | 26 | 31 | 28 | 24 | 25 | 22 | 30
FAK inh | 0 | 0 | 3 | 10 | -3 | -2 | -3 | 2 | 3 | -4
ERa SRC1 pot | 94 | 111 | 69 | 109 | 79 | 76 | 119 | 112 | 93[fluorescence artefact?] | 98
PLK1 inh | -5 | -14 | 19 | 0 | -9 | -2 | -2 | -4 | -16 | -3
ERb SRC1 inh | 4 | 4 | 16 | -23 | 6 | -5 | -3 | 3[fluorescence artefact?] | 4 | -11
Mac1 fbg inh | -7 | -20 | -5 | -8 | · | 28 | 3 | -21 | -55 | 3
HIV Rev-RRE inh | 8 | 17 | 15 | 18 | 5 | 6 | 2 | 2 | 5 | 4
Plk1 PBD FP | -17 | -5 | 18 | 11 | -20 | 12 | 0 | 27 | -17 | 12
ERa coact inh | 4 | 9 | 11 | -39 | 4 | -5 | 9 | 4[fluorescence artefact?] | 3 | -43[fluorescence artefact?]
CD11b adhes enh | 0 | 0 | 1 | -3 | · | -1 | 1 | 2 | 2 | -2

Following part:
33: Clc1ccc2oc(-c3cccnc3NCc3ccccc3)nc2c1
34: CCn1c(=O)c2cc(S(=O)(=O)NC3CCCCC3)ccc2n(CC)c1=O
35: COc1ccc(-c2[nH]ncc2/C=C(/C#N)C(=O)NC2CCCCCC2)cc1
36: O=C(O)c1[nH]c2ccccc2c1NS(=O)(=O)Cc1ccccc1
37: Cn1c2c(c(=O)n(C)c1=O)CN(CCN1CCNCC1)CN2
38: O=[N+]([O-])c1ccc(Nc2nc(N/N=C\c3ccc4c(c3)OCO4)nc(N3CCCCC3)n2)cc1
39: CCOC(=O)N1CCC(NC(=O)C2CCCN(S(=O)(=O)c3cccnc3)C2)CC1 (stereo not drawn)
40: COc1ccc(Nc2nc(N3CCCCC3)c3ccccc3n2)cc1
assay / entry | 33 | 34 | 35 | 36 | 37 | 38 | 39 | 40
FAK inh | 5 | 8 | 8 | 2 | 0 | 2 | · | 10
ERa SRC1 pot | · | 97 | · | 107[fluorescence artefact?] | 108 | · | 107 | ·
PLK1 inh | -4 | -13 | -7 | -18 | -6 | -6 | · | 0
ERb SRC1 inh | · | -2 | · | 3[fluorescence artefact?] | 6 | · | -5 | ·
Mac1 fbg inh | -2 | -35 | 8 | -4 | · | · | 2 | ·
HIV Rev-RRE inh | 13 | 11 | 14 | 9 | 7 | 4 | · | 7
Plk1 PBD FP | -10 | 6 | -8 | 17 | -29 | 24 | · | -10
ERa coact inh | · | -2 | · | 2 | 2 | · | -4 | ·
CD11b adhes enh | 3 | 0 | 0 | 0 | · | · | -4 | ·

41: O=C(NC1CCCCC1)c1ccc(N2CCCC2=O)cc1
42: CCOc1ccccc1NC(=O)CN(c1ccc(OC)cc1)S(=O)(=O)c1c(C)noc1C
43: COc1ccc(-n2c(SCC#N)nnc2-c2cccnc2)cc1
44: COc1ccc(OCc2nnc3n2N=C(c2ccc(C)cc2)CS3)cc1
45: CC(C)(C)NC(=O)C(c1ccccc1)N(C(=O)C1CSC(=O)C1)c1ccccc1 (stereo not drawn)
46: CC(C)OC(=O)C(CC(=O)O)NCc1ccccc1 (stereo not drawn)
47: Cc1ccccc1N1CCN(CCCN2C(=O)CC(=C(c3ccccc3)c3ccccc3)C2=O)CC1
48: COc1ccc(S(=O)(=O)Nc2c(C)n(C)n(-c3ccccc3)c2=O)cc1
49: O=C(CCCOc1ccc(Cl)cc1)N1CCCCC1
assay / entry | 41 | 42 | 43 | 44 | 45 | 46 | 47 | 48 | 49
FAK inh | -4 | 1 | -2 | -4 | -1 | -1 | 1 | 1 | 1
ERa SRC1 pot | 91 | 79[fluorescence artefact?] | 114[fluorescence artefact?] | 89 | · | · | · | 174 | 104
PLK1 inh | -4 | 9 | 5 | 72* | -9 | -11 | -13 | 0 | 0
ERb SRC1 inh | 2 | 0 | -9 | 1 | · | · | · | -8[fluorescence artefact?] | 3
Mac1 fbg inh | -10 | 10 | -3 | 0 | -9 | · | 17 | 3 | 13
HIV Rev-RRE inh | 3 | -3 | 3 | 7 | 7 | 9 | 2 | 1 | 2
Plk1 PBD FP | -8 | -12 | 8 | -40 | -20 | 1 | 18 | -29 | -7
ERa coact inh | -1 | -2 | 2 | -1 | · | · | · | -4 | 1
CD11b adhes enh | -3 | -2 | -1 | 0 | 2 | · | 1 | 0 | 4
